Rv3671c inh: inhibits the M. tuberculosis serine protease Rv3671c; P9WHR9; inhibition, % at 5.96 µM; hit rate 0.048% among 320,000; AID 2606; in the data active = inhibition above about 38%;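 also: extracellular domain of Rv3671c used as enzyme; 0% = enzyme with DMSO and 100% = no enzyme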
Target sequence (P9WHR9 whole entry, looked up, the tested form may be a part): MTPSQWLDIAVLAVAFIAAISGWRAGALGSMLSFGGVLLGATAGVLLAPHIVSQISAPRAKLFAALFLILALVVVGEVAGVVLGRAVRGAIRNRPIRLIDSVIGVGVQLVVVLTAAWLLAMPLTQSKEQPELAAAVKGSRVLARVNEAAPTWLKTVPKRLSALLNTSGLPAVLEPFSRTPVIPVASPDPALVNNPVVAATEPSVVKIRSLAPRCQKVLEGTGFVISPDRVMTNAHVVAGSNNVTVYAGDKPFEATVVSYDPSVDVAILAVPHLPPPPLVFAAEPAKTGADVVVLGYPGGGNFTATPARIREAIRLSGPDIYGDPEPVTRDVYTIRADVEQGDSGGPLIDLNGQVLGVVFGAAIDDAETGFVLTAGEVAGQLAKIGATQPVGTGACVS
GDH-TPI counter: inhibits GDH-TPI coupling enzymes, artifact for Mtb FBA screen. GDH-TPI coupled enzyme counterscreen, NADH absorbance. inhibition, % at 4.8 µM. hit rate 1.2% among 360,000; in the data active = inhibition above about 30%;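 also: 0% = DMSO wells and 100% = wells lacking the enzyme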
DUSP3 inh: inhibitors of human VHR1 phosphatase (DUSP3); P51452; recombinant VHR phosphatase, pNPP absorbance; inhibition, % at 13.3 µM; hit rate 0.52% among 290,000; AID 1654; in the data active = inhibition above about 50%; also: some compounds called inactive have numbers as strong as hits
BH1578 lux ind: induces V. cholerae light production without autoinducers. V. cholerae BH1578 lux reporter, luminescence, 6 h. activation, % at 18.7 µM. hit rate 0.16% among 350,000. AID 588436; in the data active = activation mostly above about 9.7%, no sharp cut-off; also: not every result past the cut was called active; inactives centre near 0; reference of the scale not given here
3CLpro inhibitor: SARS-CoV 3CLpro protease inhibition; P0C6X7; recombinant SARS-CoV 3CLpro, quenched FRET peptide cleavage; inhibition, % at 6 µM; hit rate 0.14% among 290,000; in the data active = inhibition above about 12%
MazF activator: activators of E. coli MazEF toxin-antitoxin RNase | hit rate 0.32% among 350,000 | FAM/BHQ RNA-DNA oligo cleavage fluorescence, 5 h | activation, % at 20 µM | P0AE70 | AID 504720; in the data active = activation above about 50%
Target sequence (P0AE70 whole entry, looked up): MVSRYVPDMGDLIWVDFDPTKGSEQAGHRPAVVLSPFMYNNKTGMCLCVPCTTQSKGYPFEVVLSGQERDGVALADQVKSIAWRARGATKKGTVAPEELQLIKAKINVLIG
PriA SSB inh: inhibitors of Klebsiella pneumoniae PriA binding to SSB C-terminal tail | AlphaScreen SSBct-PriA binding, biotinylated peptide | inhibition, % at 33 µM | hit rate 0.6% among 430,000 | AID 1272365; in the data active = inhibition mostly above about 37%, no sharp cut-off; inactive = mostly below about 20%;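 also: plate controls were negative control peptide for no effect and reference peptide for full effect; strong numbers were not always called active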
BioA inh: blocks M. tuberculosis BioA enzyme activity | AID 602481 | purified M. tuberculosis BioA enzyme, plate reader | inhibition, % at 9.99 µM | hit rate 0.096% among 360,000; in the data active = inhibition above about 40%
UGM FP inh: blocks M. tuberculosis UGM enzyme; P9WIQ1; purified UGM, fluorescence polarization probe displacement; inhibition, % at 10 µM; hit rate 0.06% among 320,000; in the data active = inhibition above about 10%, passing the limit was not always enough
FBA Mtb inh: inhibitors of M. tuberculosis fructose-bisphosphate aldolase. purified M. tuberculosis FBA, fluorescence read-out. hit rate 2.3% among 360,000. AID 588726. inhibition, % at 1 µM; in the data active = inhibition above about 27%;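 also: 0% = vehicle and 100% = reference inhibitor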
Target sequence (P9WQA3 whole entry, looked up): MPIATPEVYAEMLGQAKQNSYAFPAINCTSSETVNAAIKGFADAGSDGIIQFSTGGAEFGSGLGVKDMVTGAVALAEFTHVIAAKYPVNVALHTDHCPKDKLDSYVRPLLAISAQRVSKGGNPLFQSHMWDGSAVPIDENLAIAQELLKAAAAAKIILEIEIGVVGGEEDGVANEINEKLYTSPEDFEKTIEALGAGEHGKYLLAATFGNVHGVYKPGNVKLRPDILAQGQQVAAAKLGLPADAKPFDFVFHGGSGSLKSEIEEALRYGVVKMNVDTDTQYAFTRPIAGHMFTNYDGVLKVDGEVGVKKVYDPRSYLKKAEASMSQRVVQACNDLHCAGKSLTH
Active calls of the source: *; i = inactive; . = not tested or not shown; & = joins results of further samples.

SMILES	Rv3671c inh	GDH-TPI counter	DUSP3 inh	BH1578 lux ind	3CLpro inhibitor	MazF activator	PriA SSB inh	BioA inh	UGM FP inh	FBA Mtb inh
CCCC(=O)N1CCC1(C)C(=O)NCc1ccccc1SC (centres undefined)	.	1	.	i	.	.	.	-1.3	.	0
Cc1ccc(N/C=C/C(=O)C(C)(C)C)c(O)c1	-13	18	12	0.1	1	29	.	1.0	-1.3	-1
O=C(c1cccnc1)N1C2C=CC(C2)C1(C(F)(F)F)C(F)(F)F (centres undefined)	1	1	21	i	1	-7	-13	-3.7	1.6	-2
CCNc1ccc(C2(O)C(=O)c3ccccc3C2=O)cc1	-7	4	1	-0.2	0	-12	13	.	-2.4	0
CC(=O)COc1ncn(-c2ccccc2)n1	6	-4	4	-1.0	0	1	6	0.5	0.4	1
COCCNC(=O)CCCn1c(=O)c2cc(OC)c(OC)cc2n(CC(=O)c2cccc(OC)c2)c1=O	9	9	15	i	-2	-4	-2	.	-0.2	-1
Cc1ccc(-n2c(C)cc(C)c(C#N)c2=O)cc1Cl	-1	1	4	10	2	0	-10	2.3	0.1	10
Cc1ccc(-n2nc(C)c3c2NC2=C(C(=O)CC(C)(C)C2)C3c2ccccc2OCC(=O)O)cc1 (centres undefined)	2	4	9	-0.1	6	0	7	.	1.2	37*
Cc1cc(=O)[nH]c(-n2nc(C)cc2C)n1	-12	-12	4	4.3	-1	-6	-11	-0.3	2.4	2
COC(=O)C1CCN(C2=C(NS(=O)(=O)c3ccc(Cl)cc3)C(=O)c3ccccc3C2=O)CC1	4	5	31	-0.3	1	9	73*	3.8	0.8	-2
C=CCc1ccccc1OCC(O)CN1CCN(c2ccccc2F)CC1 (centres undefined)	-5	-3	-1	-0.4	0	-2	0	1.3	-0.1	3
Cc1ccc(C(C)C)c(OCC(=O)N2CCOCC2)c1	-1	6	31	-6.2	-1	6	-15	-2.3	0.0	0
Cc1ccc(C(=O)NNC(=O)c2ccc3ccccc3c2O)cc1	10	20	15	-0.7	-4	6	-1	-0.9	3.0	0
COc1ccc(OC)c(CN2CCN(C(=O)Cc3ccccc3)CC2)c1	2	2	5	i	4	-8	0	0.1	0.4	-1
O=C(NCCc1ccccc1F)/C(=C/c1cccnc1)NC(=O)c1ccccc1	-14	16	-2	-0.2	3	0	-10	.	-2.9	3
CS(=O)(=O)NCCNc1ccc(C(F)(F)F)cc1[N+](=O)[O-]	-1	-7	14	-2.0	1	5	6	0.7	-0.2	-7
COc1ccc(C(O)c2ncc(-c3ccccc3)[nH]2)c(OC)c1 (centres undefined)	.	4	.	i	.	.	.	-0.5	.	0
Cc1cnc(C(=O)OCC(=O)c2cccc3ccccc23)cn1	-9	1	.	i	.	5	5	.	.	1
O=C(CSc1nc2ccccc2n1CC(=O)N1CCCC1)Nc1ccc2c(c1)OCO2	0	23	-5	i	1	1	1	0.6	0.8	6
COCCN(C(=O)COC(=O)CC1CCCCC1)c1c(N)n(Cc2ccccc2)c(=O)[nH]c1=O	3	0	20	.	2	-4	-2	2.0	-2.5	0
O=C(Nc1nnc(-c2ccccc2)o1)C1CCCN1S(=O)(=O)c1cccs1 (centres undefined)	11	1	.	i	.	-2	1	1.3	3.1	1
COc1cc([N+](=O)[O-])ccc1N/C=C/C(=O)c1cccs1	-12	-2	21	i	2	-129	.	-2.2	8.4	-20
COc1ccc(N(C(C)C(=O)N/N=C(\C)C(C)(C)C)S(C)(=O)=O)cc1 (centres undefined)	3	-5	30	-0.1	2	3	.	.	3.2	7
S=C1NC2(CCCCC2)NC12CCCCC2	-12	9	13	-0.6	0	3	-4	-0.6	5.4	4
CCCCN(C)CCCNC(=O)c1cc(Nc2ccc(OC)c(OC)c2)nc2ccccc12	-8	2	22	0.6	-5	-2	14	-1.3	1.4	-1
CN(Cc1ccccc1)C(=O)c1cc(S(=O)(=O)N2CCOCC2)cn1C	-4	-3	13	-0.6	0	6	-11	0.8	1.2	1
Cc1noc(C)c1-c1nnc(-c2ccc(C(F)(F)F)cc2)o1	-3	-3	18	-0.6	-1	6	-6	.	1.2	3
Cc1cc(NC(=O)c2cccs2)ncc1NC(=O)c1cccc(F)c1	1	2	40	i	0	-11	-6	.	-0.1	0
Cc1c(C(=O)O)sc(=S)n1CCOc1ccccc1	3	23	29	i	7	9	-3	0.8	-0.5	-1
CCCCCCc1c(C)nc(-n2[nH]c(C)c(CCO)c2=O)[nH]c1=O	-1	0	2	-0.2	-2	5	-3	.	1.1	0
CCOC(=O)c1sc(N2N=C(C)/C(=C\c3ccc(OCC(=O)OC)cc3)C2=O)nc1C	-15	10	26	-0.6	1	4	1	0.3	.	-3
CCOC(=O)c1ccc(NC(=O)C2(c3ccccc3)CCCC2)cc1	-5	0	22	i	4	-3	-17	-1.7	-1.1	0
OC(c1ccc(F)c(F)c1)c1nc(-c2ccccc2)cs1 (centres undefined)	.	9	.	-0.1	.	.	.	3.1	.	3
Cc1ccc(NC(=O)c2cccc(-n3cnnn3)c2)cc1Cl	-13	0	.	-1.4	.	5	-8	-0.4	0.7	0
O=C(NS(=O)(=O)Oc1cccc(F)c1)OC[C@@H]1CCCN2CCCCC12 (some centres undefined)	-8	0	15	i	-6	7	-8	1.5	-2.4	-1
CC1(C)CC(=O)C2=C(C1)NC(=O)CC2c1cccc(F)c1 (centres undefined)	-1	2	27	i	-4	-3	3	-2.4	-1.6	-4
COc1ccc(C(=O)Nc2nnc(Cc3ccccc3)s2)c(OC)c1	-6	10	-3	i	6	-11	-13	-0.3	1.1	0
COc1ccc(C2CC(c3cccs3)=NN2C(=S)Nc2ccccc2)cc1OC (centres undefined)	-9	24	5	-1.0	2	2	-1	.	1.9	1
Cc1ccc(CN(C(=O)c2ccco2)C(C(=O)NC2CCCC2)c2ccc(N3CCOCC3)cc2)cc1 (centres undefined)	1	2	13	i	0	2	3	-3.2	1.0	0
O=C(CSc1nnc(Cn2c(=O)sc3ccccc32)n1-c1ccccc1)N1CCCCCC1	5	-4	14	-0.4	1	7	-5	0.1	-1.7	-1
O=C(Nc1cccnc1)c1cc(-c2ccc(Cl)cc2)on1	-2	2	4	-2.1	1	-52	-8	.	-3.4	0
COc1cc(CNCCCN2CCOCC2)c(Br)cc1OCC(=O)Nc1ccccc1C	-1	-3	15	i	-1	9	-2	.	5.4	0
COc1ccc(OC)c(C(=O)COC(=O)c2ccc([N+](=O)[O-])o2)c1	-3	14	.	i	.	7	9	4.6	-1.7	-1
Cc1cc(C)c(C)c(S(=O)(=O)NCC(=O)Nc2ccc(F)cc2)c1C	3	3	10	-0.4	4	-1	-4&-9	0.0	5.0	4
COc1ccc(S(=O)(=O)N2CCOC2CNC(=O)C(=O)NCc2cccnc2)cc1C (centres undefined)	7	9	21	-0.3	-2	8	-1	0.5	-0.8	2
COc1ccc(OCCOc2ccc(S(=O)(=O)N3CCCC3)cc2C(N)=O)cc1	6	-10	.	-3.8	.	7	-17	-0.3	1.3	1
CCOc1c(Cl)cc(C(=O)Nc2cccc(C(=O)O)c2)cc1Cl	7	-9	33	-0.3	1	4	-8	.	0.7	0
Cc1cc(=O)n2nc(N3CCCC(C(=O)N4CCN(C)CC4)C3)sc2n1 (centres undefined)	1	-7	18	0.2	1	-14	-28	1.9	-1.0	1
CC(C)(C)S(=O)(=O)c1cnc2c(S(=O)(=O)c3ccccc3)cnn2c1N	9	4	17	-0.3	1	2	3	.	-0.6	2
CC(C)COc1ccc(C(=O)OCC(=O)NCCC2=CCCCC2)cc1	-7	1	.	-5.6	.	1	8	-1.0	2.8	2
Cc1ccc(NC(=O)C2CCN(S(=O)(=O)c3ccc4c(c3)NC(=O)C(C)S4)CC2)cc1Cl (centres undefined)	-220	-10	-9	-0.2	7	-28	7	-1.7	3.0	1
COc1ccc(C2CC(=O)C(C=NCCN3CCN(C(=S)Nc4ccccc4)CC3)=C(O)C2)cc1 (centres undefined)	2	5	17	-0.4	6	4	1	.	1.8	0
N#CC(CC(=O)c1ccc(Cl)cc1)c1ccccc1 (centres undefined)	.	12	.	.	.	0	-4	.	.	5
C=CCN1C[C@@H](C)N(C(c2ccc(C(=O)N(CC)CC)cc2)c2cccc(OC)c2)C[C@@H]1C (some centres undefined)	14	0	.	0.1	.	-16	-18	1.4	2.1	6
CCN(CC)S(=O)(=O)c1ccc(-c2cn3ccccc3n2)cc1	.	5	.	i	.	0	.	-1.6	.	86*
Cc1nn(-c2ccccc2)c2nc(N)c(C#N)c(-c3ccc(O)c(O)c3)c12	-130	9	12	i	3	22	9	-2.2	-0.3	0
COc1ccc(Cl)c(S(=O)(=O)N2CCCC2)c1	10	1	0	-0.4	-3	9	-8	.	0.1	1
COc1ccc(OCCNS(=O)(=O)c2cccc([N+](=O)[O-])c2)cc1	1	-2	-5	i	1	2	-1	.	0.4	-2
C#CCn1cc(/C=C2\NC(=O)NC2=O)c2ccccc21	-6	15	24	i	1	4	-10	.	3.9	-3
CCOCCc1c(O)nc(SC)[nH]c1=O	-3	7	23	i	-3	-1	-17	.	0.4	-1
CC1=CC(C)(C)C(C(=O)O)C(C(=O)O)C1 (centres undefined)	3	-4	13	-2.5	0	5	-4	.	-1.6	1

Gathered by group, the entries above containing fluorine.
SMILES	Rv3671c inh	GDH-TPI counter	DUSP3 inh	BH1578 lux ind	3CLpro inhibitor	MazF activator	PriA SSB inh	BioA inh	UGM FP inh	FBA Mtb inh
O=C(c1cccnc1)N1C2C=CC(C2)C1(C(F)(F)F)C(F)(F)F (centres undefined)	1	1	21	i	1	-7	-13	-3.7	1.6	-2
C=CCc1ccccc1OCC(O)CN1CCN(c2ccccc2F)CC1 (centres undefined)	-5	-3	-1	-0.4	0	-2	0	1.3	-0.1	3
O=C(NCCc1ccccc1F)/C(=C/c1cccnc1)NC(=O)c1ccccc1	-14	16	-2	-0.2	3	0	-10	.	-2.9	3
CS(=O)(=O)NCCNc1ccc(C(F)(F)F)cc1[N+](=O)[O-]	-1	-7	14	-2.0	1	5	6	0.7	-0.2	-7
Cc1noc(C)c1-c1nnc(-c2ccc(C(F)(F)F)cc2)o1	-3	-3	18	-0.6	-1	6	-6	.	1.2	3
Cc1cc(NC(=O)c2cccs2)ncc1NC(=O)c1cccc(F)c1	1	2	40	i	0	-11	-6	.	-0.1	0
OC(c1ccc(F)c(F)c1)c1nc(-c2ccccc2)cs1 (centres undefined)	.	9	.	-0.1	.	.	.	3.1	.	3
O=C(NS(=O)(=O)Oc1cccc(F)c1)OC[C@@H]1CCCN2CCCCC12 (some centres undefined)	-8	0	15	i	-6	7	-8	1.5	-2.4	-1
CC1(C)CC(=O)C2=C(C1)NC(=O)CC2c1cccc(F)c1 (centres undefined)	-1	2	27	i	-4	-3	3	-2.4	-1.6	-4
Cc1cc(C)c(C)c(S(=O)(=O)NCC(=O)Nc2ccc(F)cc2)c1C	3	3	10	-0.4	4	-1	-4&-9	0.0	5.0	4

Source: PubChem (several laboratories)

Only part of the results is shown; the hit share may differ from the screen's.
